D3 ag: agonists of human D3 dopamine receptor. P35462. D3R DiscoveRx beta-arrestin cells, luminescence, 90 min. max activation, %. 0.58% of 410,000 active. AID 652048; in the data active means max activation above about 30%; further: 0% is about no effect; mostly tested at two doses, the higher about 12 µM
Target sequence (P35462 whole entry, looked up): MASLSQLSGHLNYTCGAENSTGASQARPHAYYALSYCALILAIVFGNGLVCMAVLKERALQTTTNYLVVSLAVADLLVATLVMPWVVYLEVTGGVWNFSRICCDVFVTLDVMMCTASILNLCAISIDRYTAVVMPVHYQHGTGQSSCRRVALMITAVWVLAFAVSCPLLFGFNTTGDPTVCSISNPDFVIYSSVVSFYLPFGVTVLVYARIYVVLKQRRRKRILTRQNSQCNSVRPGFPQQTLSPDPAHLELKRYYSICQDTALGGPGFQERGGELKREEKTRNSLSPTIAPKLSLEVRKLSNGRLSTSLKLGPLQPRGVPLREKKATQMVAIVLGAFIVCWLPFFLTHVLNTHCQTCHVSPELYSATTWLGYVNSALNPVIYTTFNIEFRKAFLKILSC
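Agonist-mode cell screen: cells plated at 1500/well and incubated overnight at 37 °C, then exposed to library compounds for 90 min at 37 °C. Detection reagent was added for 30–60 min at room temperature, and luminescence was read.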
SW480 rereplic: inducers of DNA re-replication in SW480 colon cancer cells; Potency, µM (titrated, usually from 46.1 µM), without a hit: at the highest dose re-replication activation, most hits filed as activators; 1.8% of 340,000 active; AID 624297; SW480 DNA re-replication, Hoechst DNA content imaging, 48 h; further: potency means the concentration at half of the fitted maximal effect; % of control where 0% means no effect; nearly all actives have a fitted effect of over 55% in size
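First, 250 cells per well were seeded. Next, compound or vehicle (23 nL) was pinned in, plates sat 48 hr at 37 C. Finally Hoechst was added for 40 min before fluorescence scanning.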
DRD3 antagonist: blocks the human D3 dopamine receptor; P35462; D3R cells, DiscoveRx beta-arrestin luminescence, antagonist mode; active compounds read low; max response, negative = inhibition, %; 2.5% of 360,000 active; in the data active means max response below about -50%; inconclusive means no clear call, values can overlap the other calls; further: on the % scale 0 is the no-effect control and ±100 the full control effect; mostly tested at two doses, the higher about 12 µM
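Cells expressing the human receptor were seeded at 1500 cells/well, incubated overnight at 37 degrees C in 5% CO2, then exposed to library compounds with dopamine controls for 90 minutes at 37 degrees C before luminescent detection.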
HT1080 IDH1KD tx: kills HT-1080 cells with IDH1 knockdown | HT-1080 IDH1 knockdown viability, ATP luminescence, 48 h | Potency, µM (highest dose often 46.1 µM), without a hit: at the top dose activity, negative = toxicity, hits mostly cytotoxic | 2% of 360,000 active;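 further: potency means the concentration at half of the fitted maximal effect; 0% = DMSO wells and -100% = cell-free medium wells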
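IDH1KD HT-1080 cells, 750/well, RPMI + 5% FBS; compound pinned after 2 h settling; 48 h, 37 °C; CellTiter-Glo luminescence; % activity normalised to DMSO and no-cell wells; curves fitted, classed by r2 and efficacy.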
KB-3-1 cytotox: KB-3-1 parental cell cytotoxicity; KB-3-1 viability, CellTiter-Glo ATP luminescence, 72 h; Potency, µM (series often up to 46.1 µM), for inactives: top-dose activity change, negative = cytotoxic, usual class: cytotoxic; 1.4% of 400,000 active; further: potency means the concentration at half of the fitted maximal effect; on the % scale 0 is the no-effect control and ±100 the full control effect; nearly all actives have a fitted effect of over 60% in size
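Cytotoxicity in the drug-sensitive parental line KB-3-1 was scored as loss of CellTiter-Glo luminescence following 72 h incubation with compound. Values come from curve fitting of normalized concentration-response data.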
KB-V1 cytotox: kills drug-selected multidrug resistant KB-V1 cells. KB-V1 MDR cells viability, CellTiter-Glo, 72 h. Potency, µM (highest dose often 46.1 µM), for inactives: at the highest dose activity change, negative = cytotoxicity, usual class: cytotoxic. 3.4% of 400,000 active. AID 1347076; further: potency means the concentration at half of the fitted maximal effect; on the % scale 0 is the no-effect control and ±100 the full control effect; nearly all actives have a fitted effect of over 60% in size
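Cells of the MDR subline KB-V1 are plated, dosed with compound at multiple concentrations, and incubated 72 h at 37 degrees C; CellTiter-Glo is then added and luminescence read after 10 min.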
HT1080NT lethal: kills 2HG-producing HT-1080-NT fibrosarcoma cells; HT-1080-NT fibrosarcoma viability, CellTiter-Glo ATP luminescence, 48 h; Potency, µM (series often up to 46.1 µM), without a hit: top-dose activity, negative = less viability, hits mostly cytotoxic; 1.6% of 360,000 active;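 further: NT is the 2HG producing partner of a matched IDH1 knockdown line; potency means the concentration at half of the fitted maximal effect; 0% = DMSO-treated cells and -100% = media-only wells without cells; nearly all actives have a fitted effect of over 55% in size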
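Compounds were tested in concentration-response format on HT-1080-NT cells for 48 hours at 37 degrees C. Cell viability came from CellTiter-Glo luminescence; curves were classified by r2, response magnitude and activity.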
GLP1R ag: activates the human GLP-1 receptor; P43220; HEK293 GLP-1R CRE-luciferase, luminescence, 4-6 h; cells express a hypersensitive GLP-1R form; Potency, µM (highest dose often 45.6 µM), for inactives: at the top dose activation, hits mostly activators; 0.007% of 380,000 active; AID 624172; further: potency means the concentration at half of the fitted maximal effect; % of control where 0% means no effect
Target sequence (P43220 whole entry, looked up): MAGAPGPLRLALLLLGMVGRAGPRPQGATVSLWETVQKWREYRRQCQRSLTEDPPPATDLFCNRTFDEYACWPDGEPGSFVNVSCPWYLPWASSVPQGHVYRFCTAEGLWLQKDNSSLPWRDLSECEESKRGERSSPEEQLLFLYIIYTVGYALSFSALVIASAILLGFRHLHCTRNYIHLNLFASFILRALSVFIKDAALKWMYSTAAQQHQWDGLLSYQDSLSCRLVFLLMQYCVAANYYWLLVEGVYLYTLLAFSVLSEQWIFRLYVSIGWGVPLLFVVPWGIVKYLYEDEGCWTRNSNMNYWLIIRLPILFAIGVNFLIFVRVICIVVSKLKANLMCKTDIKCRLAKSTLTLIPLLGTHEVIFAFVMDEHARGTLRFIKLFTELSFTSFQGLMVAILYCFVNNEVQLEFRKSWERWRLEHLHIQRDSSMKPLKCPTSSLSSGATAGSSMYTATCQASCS
IL1B secr inh: blocks inflammasome-driven IL-1 beta release | THP-1 LPS/ATP IL-1B secretion, AlphaLISA, 16 h; active compounds read low | activity change, % at 57.5 µM | 4.7% of 360,000 active | AID 743279; in the data active means activity change below about -50%; inconclusive means mostly about -30% to -49%; further: on the % scale 0 is the no-effect control and ±100 the full control effect
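Secreted IL-1B measured by AlphaLISA bead assay after 16 h compound exposure of THP-1 cells; compounds (final up to 57.5 uM) added 1 h before LPS (250 ng/mL) and ATP (1.25 mM) stimulation; lower signal means less secretion.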
The depositor's hits bear a star; u = inconclusive; x = no result given; & = joins results of further samples; [ ] = another dose, or the depositor's remark. Unless noted, the call rests on the fitted dose curve; in most records, active means well fitted curve in the direction sought with a large enough effect; inconclusive means small, poorly fitted or top-dose-only effect, or another doubt; inactive means no such curve, though single readings can be large; an effect the other way counts as inactive or inconclusive.

1: Oc1ccc(-c2[nH]ncc2-c2cccc3cccnc23)c(O)c1
2: O=C(Nc1ccc2snnc2c1)N1CCSCC1
3: COc1ccccc1/C=N/Nc1nc(C)cc(C)n1
4: O=S(=O)(CCOc1ccccc1)N1CCOCC1
5: Cc1ccc(NC(=O)CN(C)C(=O)COC(=O)CCS(=O)(=O)c2ccc(C)cc2)cc1
6: C=CCN1C(=O)C(Cc2ccc(C)cc2)S/C1=N/N=C/c1ccco1 (configuration not stated)
7: FC(F)Oc1ccc(NC(=S)NCC2COc3ccccc3O2)cc1 (configuration not stated)
8: CC(C)CN(C(=O)COC(=O)CSc1ccc(Br)cc1)C1CCS(=O)(=O)C1 (configuration not stated)
Compound | 1 | 2 | 3 | 4 | 5 | 6 | 7 | 8
D3 ag | 3 | 12 | 20 | 2 | 5 | 2 | 5 | 0
SW480 rereplic | -2% | -9% | -7% | 13% | 1% | -6% | 3% | 1%
DRD3 antagonist | 14 | 1 | 7 | 8 | 11 | -18 | -1 | -12
HT1080 IDH1KD tx | u | 20% | 18% | 11% | 1% | -4%[9.24 µM] | 4% | 7%
KB-3-1 cytotox | -29% | 4% | 13% | 28% | x | 6% | 0% | 5%
KB-V1 cytotox | u | 4% | 0% | u | x | u | 0% | 29%
HT1080NT lethal | u | 19% | 14% | 22% | -2% | -2% | 1% | 5%
GLP1R ag | 5% | 2% | u | -2% | -5% | 10% | 15% | -6%
IL1B secr inh | -25 | 13 | 10 | 7 | 5 | u | -14 | 4

9: COc1ccc(C(C)(C)C)cc1NC(=O)c1cccc(S(=O)(=O)N2CCN(C(C)=O)CC2)c1
10: CCOP(=O)(OCC)c1nc(-c2ccc(C)cc2)oc1N1CCOCC1
11: CCOC(CNc1cc(C)nc2c(-c3ccccc3OC)c(C)nn12)OCC
12: CC(Sc1nnc(Nc2ccccc2)s1)C(=O)NC1CCCc2ccccc21 (configuration not stated)
13: COCCn1c(=NC(=O)CCS(=O)(=O)c2ccccc2)sc2cc(F)ccc21
14: C[C@H]1CN([C@@H](C)CO)C(=O)CCCn2cc(nn2)CO[C@@H]1CN(C)S(=O)(=O)c1ccccc1C#N
15: O=C1NCC(COCc2ccco2)O1 (configuration not stated)
16: CN(C)c1cccc(C(=O)NC2CCCc3ccccc32)c1 (configuration not stated)
Compound | 9 | 10 | 11 | 12 | 13 | 14 | 15 | 16
D3 ag | 3 | -3 | -5 | -1 | -9 | -2 | -13 | -2
SW480 rereplic | -4% | -9% | -3% | 0% | 4% | x | 10% | 4%
DRD3 antagonist | 0 | 27 | -1 | -14 | -5 | -12 | -23 | 3
HT1080 IDH1KD tx | u | -9% | -1% | -1% | -17% | 7% | 17% | -18%
KB-3-1 cytotox | 14% | -4% | -2% | -24% | x | u | -8% | 1%
KB-V1 cytotox | 11% | -5% | u | -21% | x | -14% | -2% | -1%
HT1080NT lethal | u | -6% | -13% | -3% | -6% | 10% | 0% | u
GLP1R ag | 11% | -6% | 4% | -2% | 29% | 0% | -2% | 18%
IL1B secr inh | 5 | 5 | -5 | -5 | -4 | 5 | 3 | 4

17: Cc1cc(C)n(C(=O)CNc2cccc(Cl)c2C)n1
18: COc1ccc(-n2c(CN3CCN(c4ccccn4)CC3)nc3ccc([N+](=O)[O-])cc3c2=O)c(OC)c1
19: C/C(=N\NC(=O)c1ccc(O)cc1)c1ccc(N2CCOCC2)cc1
20: O=C(COc1ccccc1[N+](=O)[O-])NCc1cccnc1
21: CS(=O)(=O)N(CC(=O)NCc1ccco1)c1ccc(OCc2ccccc2)cc1
22: CN(C)S(=O)(=O)N1CCC(Oc2ccc(C(=O)NC3CCCCC3)cc2)CC1
23: CN(C)CCCNc1oc(-c2ccccc2Cl)nc1S(=O)(=O)c1ccc(F)cc1
24: CCN(CC)CCCN1C(=O)C(O)=C(C(=O)c2sc(C)nc2C)C1c1ccco1 (configuration not stated)
Compound | 17 | 18 | 19 | 20 | 21 | 22 | 23 | 24
D3 ag | 0 | 5 | 5 | 0 | 7 | 7 | -23 | 2
SW480 rereplic | -2%[9.22 µM] | 3% | -6% | -3% | -21% | -1% | u | 0%
DRD3 antagonist | -1 | -2 | 7 | -7 | 0 | 6 | -61* | 11
HT1080 IDH1KD tx | 20% | 0% | -11% | 9% | -17% | 13% | u | 9%
KB-3-1 cytotox | 0% | 5% | -2% | 4% | -10% | -7% | -4% | 5%
KB-V1 cytotox | 20% | 26% | 7% | 20% | 1% | u | -7% | -6%
HT1080NT lethal | 20% | -1% | 1% | 1% | -1% | 3% | u | 7%
GLP1R ag | -7% | 5% | 11% | -6% | 12% | 8% | 26% | 7%
IL1B secr inh | -25 | -23 | 8 | 17 | -8 | 25 | u | 0

25: CNC(=S)NC1CC2CCCC(C1)N2Cc1ccccc1OC (configuration not stated)
26: N#Cc1nc(COc2ccc(Cl)cc2)oc1N1CCCCCC1
27: Cc1nn(C)c2nc(-c3cccs3)cc(C(F)(F)F)c12
28: CCOc1ccc(NC(=O)CS(=O)(=O)c2cn(C)c3ccccc23)cc1
29: Cc1ccc(/C=C2/Sc3ccc(C(=O)N4CCN(c5ccccn5)CC4)cc3NC2=O)cc1
30: COc1ccccc1NC(=O)C(CCS(C)(=O)=O)N1C(=O)c2ccccc2C1=O (configuration not stated)
31: CC(=O)Nc1sc(N/N=C\c2ccccc2F)nc1-c1cccs1
32: Cc1ccc(C)c(OCc2cc(C(=O)N3CCOCC3)no2)c1
Compound | 25 | 26 | 27 | 28 | 29 | 30 | 31 | 32
D3 ag | -37 | -14 | -5 | 1 | 5 | 0 | -1 | 4
SW480 rereplic | 8%[9.22 µM] | 3% | -1% | 0% | 20% | -7% | 27% | 28%
DRD3 antagonist | -62* | -25 | -1 | 0 | 0 | 7 | -6 | 11
HT1080 IDH1KD tx | 0% | -11% | -20% | 4% | 3% | 17% | 2% | 2%
KB-3-1 cytotox | -4% | -3% | -6% | 0% | 3% | 6% | 0% | 3%
KB-V1 cytotox | -6% | -21% | 5% | 7% | -6% | 9% | u | 11%
HT1080NT lethal | -1% | -14% | -1% | 15% | -1% | 18% | -6% | 3%
GLP1R ag | -6% | 12% | 14% | -6% | 2% | -5% | 2% | 15%
IL1B secr inh | -19 | -59* | 9 | -21 | 13 | 21 | -14 | -3

33: CN1C(=O)Cc2cc(S(=O)(=O)N3CCN(c4ccc(Cl)cc4)CC3)ccc21
34: CC1CC(C)CN(S(=O)(=O)N2CCCC(C(=O)NCCc3ccccc3)C2)C1 (configuration not stated)
35: NC(=O)CC(NC(=O)Cc1ccc(Cl)cc1)c1ccc(NC2CCCC2)c([N+](=O)[O-])c1 (configuration not stated)
36: O=C(CSc1nncn1-c1ccccc1F)NC1CCCCC1
37: CCOc1ccc(-c2c(C(=O)N/N=C/c3cccs3)nnn2-c2nonc2N)cc1
38: O=C(Nc1ccc(Cl)cc1Cl)C1=Cc2ccccc2OC1
39: Cc1ccc(N2NC(C)(c3cccs3)NC2=S)cc1 (configuration not stated)
40: CCS(=O)(=O)c1ccc2c(c1)NC(=O)C(CCCl)O2 (configuration not stated)
Compound | 33 | 34 | 35 | 36 | 37 | 38 | 39 | 40
D3 ag | 0&7 | -3 | -4 | -11 | -2 | -7 | 2 | -2
SW480 rereplic | -12% | -3% | -3% | -3% | -2% | -3% | 2% | 0%
DRD3 antagonist | 17 | -1 | 8 | -8 | -4 | 7 | 18 | 2
HT1080 IDH1KD tx | 1% | 13% | 1% | 3% | -1% | -3% | 0% | 2%
KB-3-1 cytotox | 9% | 0% | -15% | 8% | -1% | -1% | 0% | -2%
KB-V1 cytotox | 4% | 0% | 0% | 21µM* | 1% | 0% | 5% | -4%
HT1080NT lethal | 1% | 1% | -4% | -2% | 2% | 1% | u | 10%
GLP1R ag | 1% | -5% | 13% | -30% | 0% | -6% | -2% | 4%
IL1B secr inh | 21 | 21 | 1 | -7 | 0 | 4 | -10 | 7

41: CC1(C)CC(=O)C=C(c2ccc(-c3cnn(Cc4ccccc4)c3)cc2)C1=O
42: Cc1cc(C)nc(NC(=O)/C=C/c2ccccc2Cl)n1
43: CC(=O)Nc1cccc(NC(=O)CSc2nc3c(c(=O)n(C)c(=O)n3C)n2C)c1
44: COc1ccc(C(=O)O)cc1S(=O)(=O)NCCN(C)C
Compound | 41 | 42 | 43 | 44
D3 ag | -4 | -2 | 10 | 3
SW480 rereplic | x | -2% | -17% | 5%
DRD3 antagonist | 0 | -23 | 3 | 7
HT1080 IDH1KD tx | u | 8% | 1% | 7%
KB-3-1 cytotox | 0% | 3% | -1% | 18%
KB-V1 cytotox | -22% | 15% | 18% | 22%
HT1080NT lethal | 2% | 17% | -1% | 1%
GLP1R ag | 15% | 13% | 7% | -1%
IL1B secr inh | u | u | 88 | 2

Of the compounds above, 6 have fluorine:
7: FC(F)Oc1ccc(NC(=S)NCC2COc3ccccc3O2)cc1 (configuration not stated)
13: COCCn1c(=NC(=O)CCS(=O)(=O)c2ccccc2)sc2cc(F)ccc21
23: CN(C)CCCNc1oc(-c2ccccc2Cl)nc1S(=O)(=O)c1ccc(F)cc1
27: Cc1nn(C)c2nc(-c3cccs3)cc(C(F)(F)F)c12
31: CC(=O)Nc1sc(N/N=C\c2ccccc2F)nc1-c1cccs1
36: O=C(CSc1nncn1-c1ccccc1F)NC1CCCCC1
Compound | 7 | 13 | 23 | 27 | 31 | 36
D3 ag | 5 | -9 | -23 | -5 | -1 | -11
SW480 rereplic | 3% | 4% | u | -1% | 27% | -3%
DRD3 antagonist | -1 | -5 | -61* | -1 | -6 | -8
HT1080 IDH1KD tx | 4% | -17% | u | -20% | 2% | 3%
KB-3-1 cytotox | 0% | x | -4% | -6% | 0% | 8%
KB-V1 cytotox | 0% | x | -7% | 5% | u | 21µM*
HT1080NT lethal | 1% | -6% | u | -1% | -6% | -2%
GLP1R ag | 15% | 29% | 26% | 14% | 2% | -30%
IL1B secr inh | -14 | -4 | u | 9 | -14 | -7

High-throughput results deposited in PubChem by National Center for Advancing Translational Sciences (NCATS).
